PLAP inhibitors HTS: PLAP enzyme inhibitors, biochemical, luminescence, HTS (AID 690); Alkaline phosphatase, placental type (Homo sapiens); purified PLAP, luminescent substrate; higher % means a stronger effect; inhibition, % at 20 µM, or IC50 in µM where a hit was titrated; actives 0.08% (n = 96,000); in the data active = a potency from the dose series; inactive = the rest, 99 in 100 with inhibition below about 30%; note: strong numbers were not always called active
Bcl-B displacement: displacers of TR3 peptide from Bcl-B, primary screen, selectivity assay for Bfl-1 inhibitor project, biochemical, fluorescence polarization; FP displacement of FITC-TR3 peptide from Bcl-B; higher % means a stronger effect; one-dose displacement, % at 20 µM; IC50 in µM for titrated hits; actives 0.11% (n = 96,000); Bcl-2-like protein 10 (Homo sapiens); AID 748, 2007;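 active = displacement above 50% at 20 µM plus a fluorescence interference ratio under 1.5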;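 note: plate controls were wells without compound for no effect and wells lacking Bcl-B protein for full effect; a part of the inactive calls stands beside numbers as strong as those of hits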
MRP reversal: reversal of MRP1-mediated doxorubicin resistance, primary screen, H69AR cells, doxorubicin co-treatment | differential viability (reversal), % at 10 µM | actives 0.04% (n = 85,000) | H69AR cells + 2 uM doxorubicin, CellTiter-Glo, 72 h | AID 602, 2007;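 active = viability drop by adding the cancer drug above about 55%, with treated viability meeting a 40% cutoff, limit read from the data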;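 note: viability without doxorubicin minus viability with 2 µM doxorubicin for each compound; larger differential means the compound sensitizes cells more to doxorubicin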
IL1B NFkB inh: inhibitors of IL-1B driven NFkB p65 nuclear import, primary screen, imaging, HUVEC, IL-1B stimulus, high-content imaging; HUVEC IL-1B NFkB p65 nuclear translocation imaging; inhibition, % at 2 µM; actives 0.43% (n = 94,000); AID 796, 2007;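 active = inhibition above about 30% together with a positive call from visual inspection of the well image, limit read from the data; inconclusive = inhibition above a set limit but visual check negative; inactive = inhibition not above a set limit, visual check negative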;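 note: nuclear over cytoplasmic p65 intensity ratio measured by imaging; 0% = IL-1B stimulated DMSO wells and 100% = unstimulated DMSO wells; values of inactives mirror those of a sister screen read the other way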
IL1B NFkB pot: enhancers of NFkB p65 translocation in HUVEC – imaging, IL-1B stimulus, high-content imaging, primary screen; activation, % at 2 µM; HUVEC IL-1B NFkB p65 nuclear translocation imaging; actives 0.3% (n = 94,000);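 active = activation above 40%, about the mean plus 3 SD, also judged a hit on visual image review; inconclusive = activation above 40% but not a hit on visual review; inactive = activation not above 40% and no visual hit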;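 note: percent activation is computed from the nuclear over cytoplasmic p65 intensity ratio; values of inactives mirror those of a sister screen read the other way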
MRP reversal cytotoxicity: recorded beside MRP reversal, whose call it bears; viability, %; H69AR cells, CellTiter-Glo, 72 h; measured here: cytotoxicity without doxorubicin
MRP reversal with doxorubicin: recorded beside MRP reversal, whose call it bears; viability, %; measured here: viability with 2 uM doxorubicin; active compounds read low
IL1B NFkB inh cell count 2 µM: recorded beside IL1B NFkB inh, whose call it bears; cell count; measured here: cells passing quality filter;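 raw number of nuclei counted in each imaged well without normalization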
IL1B NFkB pot cell count 2 µM: further read-out of IL1B NFkB pot, marked with its call; cell count; measured here: cells passing quality filter
* marks the source's active call; other numbers are inactive results; ? = inconclusive; . = no result given.

item	Molecule	PLAP inhibitors HTS	Bcl-B displacement	MRP reversal	MRP reversal cytotoxicity	MRP reversal with doxorubicin
1	O=C(CSc1nnc(C2CCCCC2)o1)N1CCCCC1	-16%	9%	14	88	74
2	CC(C)Oc1cccc(C(=O)NC(=S)Nc2ccc(Cl)c(C(=O)O)c2)c1	-7%	3%	.	.	.
3	COc1cc(CNc2nc3ccccc3[nH]2)cc(OC)c1OC	.	.	2	84	83
4	CCCC(=O)N1CCN(c2ccc(NC(=O)c3cc4ccccc4o3)cc2Cl)CC1	4%	-5%	-7	13	21
5	O=C(Nc1ccc2c(c1)nc1n2CCN(Cc2ccccc2)C1)NC1CCCCC1	-2%	2%	0	20	20
6	CC(C)CCn1c(Oc2ccccc2Cl)nc2c1c(=O)n(C)c(=O)n2C	-18%	1%	28	67	39
7	Nn1c(SCC(=O)NC(=O)NCc2ccccc2)nnc1C1CC1	7%	-4%	-3	88	91
8	Cc1cccc(NC(=O)C2CCCN(S(=O)(=O)c3c(C)nn(C)c3C)C2)n1 (stereo unspecified)	4%	0%	-21	38	60
9	O=C(NCc1ccco1)c1sc2cccc(F)c2c1Cl	-52%	-5%	27	106	79
10	Cc1cccn2cc(-c3ccc(S(=O)(=O)N4CCOCC4)cc3)nc12	-21%	7%	-6	91	97
11	COc1ccc(CCNC(=O)CSc2nc(N)c(C#N)c(-c3cccs3)c2C#N)cc1OC	7%	-2%	-1	96	97
12	Cc1ccc(C(=O)Nc2cccc(N(C)S(C)(=O)=O)c2)cc1S(=O)(=O)Nc1ccccc1	-20%	-8%	.	.	.
13	Cc1ccccc1OCCCC(=O)Nc1nccs1	10%	-12%	1	96	95
14	CCCCCCNC(=O)C(C#N)c1nc2ccccc2nc1N1CCOCC1 (stereo unspecified)	-33%	-40%	-1	76	78
15	c1ccc(C2CC(c3ccccc3)n3ncnc3N2)cc1 (stereo unspecified)	-20%	7%	-2	98	100

item	IL1B NFkB inh	IL1B NFkB inh cell count 2 µM	IL1B NFkB pot	IL1B NFkB pot cell count 2 µM
1	20	71	-20	71
2	1	122	-1	122
3	-6	166	6	166
4	-1	156	1	156
5	-10	136	10	136
6	2	160	-2	160
7	4	190	-4	190
8	.	.	.	.
9	-14	59	14	59
10	3	141	-3	141
11	10	102	-10	102
12	5	132	-5	132
13	-12	64	12	64
14	-10	188	10	188
15	7	121	-7	121

Three of the entries above in order of the Bcl-B displacement value, ascending.
| item | molecule | PLAP inhibitors HTS | Bcl-B displacement | IL1B NFkB pot | IL1B NFkB pot cell count 2 µM |
| --- | --- | --- | --- | --- | --- |
| 9 | O=C(NCc1ccco1)c1sc2cccc(F)c2c1Cl | -52% | -5% | 14 | 59 |
| 11 | COc1ccc(CCNC(=O)CSc2nc(N)c(C#N)c(-c3cccs3)c2C#N)cc1OC | 7% | -2% | -10 | 102 |
| 15 | c1ccc(C2CC(c3ccccc3)n3ncnc3N2)cc1 (stereo unspecified) | -20% | 7% | -7 | 121 |

Continued:
item	Molecule	PLAP inhibitors HTS	Bcl-B displacement	MRP reversal	MRP reversal cytotoxicity	MRP reversal with doxorubicin
16	CCOC(=O)N1CCC(NC(=O)C2CCCN(S(=O)(=O)c3cccc4nsnc34)C2)CC1 (stereo unspecified)	-36%	2%	.	.	.
17	CC(=O)NC1C(=O)SC1(C)C (stereo unspecified)	-18%	8%	1	98	97
18	CCNc1nc(NCc2ccccc2)nc(Oc2ccc(=O)[nH]n2)n1	.	.	1	96	94
19	Cc1ccc(S(=O)(=O)N(C)Cc2nc(-c3ccc(Br)cc3)no2)cc1	43%	0%	18	97	79
20	CC1(C)Cc2c(C#N)c(N3CCN(C(=O)c4ccccc4)CC3)nc(Cc3ccccc3)c2CO1	-70%	-3%	-10	29	39
21	COc1cc(NS(=O)(=O)c2ccc(C)c(C)c2)c(OC)cc1Cl	-43%	-4%	12	96	84
22	C/C(CC1(O)C(=O)Nc2ccccc21)=N\O (stereo unspecified)	-5%	6%	0	74	73
23	Cn1c(NCc2c(O)ccc3ccccc23)nc2ccccc21	-20%	-5%	8	82	75
24	O=S(=O)(c1ccc(SCCO)nc1)N1CCCC1	4%	-2%	13	101	87
25	CCC(=O)OCCn1c(Br)nc2c1c(=O)[nH]c(=O)n2C	7%	-2%	-7	94	101
26	CCN(CC)S(=O)(=O)c1ccc(N=Nc2c(C)[nH]n(C(N)=S)c2=O)cc1	.	.	15	98	83
27	CS(=O)(=O)N(CC(=O)NCc1ccco1)c1ccc2c(c1)OCO2	-4%	7%	-5	87	92
28	CCNC(=O)CC1C(=O)N(c2ccccc2)C(=O)N1CCC(C)C (stereo unspecified)	-32%	-1%	-4	89	93
29	CC(=O)N1CCC2(CC1)CC(=O)c1cc(OCC(=O)NCc3ccco3)ccc1O2	-30%	1%	.	.	.
30	C=CCn1c(CNc2ccc(C)cc2)nnc1SCC(=O)N/N=C/c1ccc(O)cc1O	1%	-6%	.	.	.

item	IL1B NFkB inh	IL1B NFkB inh cell count 2 µM	IL1B NFkB pot	IL1B NFkB pot cell count 2 µM
16	-19	105	19	105
17	8	91	-9	91
18	2	159	-2	159
19	7	178	-7	178
20	-9	128	9	128
21	-16	200	16	200
22	-1	138	1	138
23	8	112	-8	112
24	1	96	-1	96
25	.	.	.	.
26	9	146	-9	146
27	5	153	-5	153
28	19	66	-19	66
29	-7	147	7	147
30	8	149	-7	149

Continuation.
item	Molecule	PLAP inhibitors HTS	Bcl-B displacement	MRP reversal	MRP reversal cytotoxicity	MRP reversal with doxorubicin
31	O=c1cc(CSc2ccc(Cl)cc2)nc(N2CCCCC2)[nH]1	11%	0%	.	.	.
32	CC1CCCC(N2CCN(C(=O)c3cccc(F)c3)CC2)C1 (stereo unspecified)	-82%	4%	1	97	96
33	CC(CN1CCCCC1)OC(=O)c1ccc(Cl)cc1Cl (stereo unspecified)	11%	0%	6	109	102
34	O=C(c1ccco1)N1CCN(C(=O)c2ccccc2OC(=O)C23CC4CC(CC(C4)C2)C3)CC1	-58%	5%	.	.	.
35	Cc1cc(NC(=O)CSc2nnc(Nc3ccccc3)s2)no1	84%	-52%	.	.	.
36	CCOC(=O)N1CCC(N2Cc3cccc(C(=O)NC(C)c4ccc5c(c4)OCCO5)c3C2=O)CC1 (stereo unspecified)	-65%	-7%	30	62	32
37	O=C(CCN1CCCCCC1)Nc1cccc(Cl)c1	16%	4%	-14	96	111
38	CCOC(=O)CCC(=O)NCc1ccc2c(c1)cc(C)n2C	-46%	20%	-11	86	97
39	Cc1ccc(-n2nc(C(=O)O)nc2-c2ccccc2)cc1	-5%	0%	.	.	.
40	CC1(c2ccccc2)CC(C)(C)N2C(=O)C3(C(C#N)=C(N)Oc4cc(O)ccc43)c3cccc1c32 (stereo unspecified)	-72%	0%	3	80	77
41	CCN1C(=O)/C(=C2\SC(N3CCCCC3)=NC2=O)c2ccccc21	-30%	-6%	1	67	67
42	Cc1ccc2c(c1)nnn2C1CCN(CC(=O)Nc2ccc3c(c2)OCCO3)CC1	-48%	6%	4	81	76
43	Cc1cccc(C)c1NC(=O)c1ccc(-n2cnnn2)cc1	17%	1%	18	104	86
44	Cn1nc(-c2ccccc2)c(COC(=O)c2cccc(Cl)c2)c1S(=O)(=O)c1ccccc1	-14%	1%	-8	79	87
45	CCS(=O)(=O)N1CCC(c2nc(-c3ccc(C(F)(F)F)cc3)no2)CC1	4%	-3%	15	103	88

item	IL1B NFkB inh	IL1B NFkB inh cell count 2 µM	IL1B NFkB pot	IL1B NFkB pot cell count 2 µM
31	-12	81	12	81
32	-3	128	3	128
33	5	151	-5	151
34	4	156	-4	156
35	12	201	-13	201
36	-12	153	12	153
37	-31	174	31	174
38	-12	127	12	127
39	-9	131	9	131
40	?	.	-96	110
41	-7	102	7	102
42	12	127	-12	127
43	.	.	.	.
44	.	.	.	.
45	-5	184	5	184

Part of the list above in order of formula weight, low to high.
item	Molecule	PLAP inhibitors HTS	Bcl-B displacement	MRP reversal	MRP reversal cytotoxicity	MRP reversal with doxorubicin
39	Cc1ccc(-n2nc(C(=O)O)nc2-c2ccccc2)cc1	-5%	0%	.	.	.
37	O=C(CCN1CCCCCC1)Nc1cccc(Cl)c1	16%	4%	-14	96	111
41	CCN1C(=O)/C(=C2\SC(N3CCCCC3)=NC2=O)c2ccccc21	-30%	-6%	1	67	67
45	CCS(=O)(=O)N1CCC(c2nc(-c3ccc(C(F)(F)F)cc3)no2)CC1	4%	-3%	15	103	88

item	IL1B NFkB inh	IL1B NFkB inh cell count 2 µM	IL1B NFkB pot	IL1B NFkB pot cell count 2 µM
39	-9	131	9	131
37	-31	174	31	174
41	-7	102	7	102
45	-5	184	5	184

(cont.)
item	Molecule	PLAP inhibitors HTS	Bcl-B displacement	MRP reversal	MRP reversal cytotoxicity	MRP reversal with doxorubicin
46	CC1CCCCN1C(=O)C1CC(c2ccc(F)cc2)=NO1 (stereo unspecified)	-2%	0%	-9	89	98
47	O=C(c1c(F)c(F)c(F)c(F)c1F)N1CCc2ccccc21	.	.	6	97	91
48	COc1ccccc1Oc1coc2cc(O)ccc2c1=O	10%	-5%	8	104	96
49	COc1ccc(C2=NN(C(C#N)c3ccc(OC)c(OC)c3)C(c3ccccc3)C2)cc1 (stereo unspecified)	-72%	-11%	.	.	.
50	CN(CC(=O)Nc1ccncc1)S(=O)(=O)c1ccccc1	17%	-12%	3	92	89
51	CCOc1cccc2cc(C(=O)N3CCc4ccccc4C3)c(=O)oc12	-30%	-7%	27	94	67
52	O=S(=O)(c1cccc2nsnc12)N1CCOCC1	-17%	4%	-12	85	97
53	CCC(=O)Nc1c2c(nn1-c1ccc(C)cc1C)CSC2	1%	1%	-9	86	95
54	CCN(Cc1ccccc1)Cc1c(F)cccc1F	7%	-11%	-9	94	103
55	COC(=O)c1ccc(NC(=O)CSc2nnc(COc3ccccc3)n2C)cc1	24%	-9%	-1	95	96
56	O=C(Nc1ccc2c(c1)OCO2)C1CCN(C(=O)c2cccs2)CC1	3%	11%	-7	79	87
57	CCOc1cccc(C(=O)Nc2nccs2)c1	.	.	-9	101	110
58	COc1ccc(C(=O)Nc2ccc3c(c2)nc2n3CCSC2)cc1	15%	-4%	-12	61	73
59	CCC(=Nc1ccc(Cc2ccncc2)cc1)c1c(O)n(C)c(=O)n(C)c1=O	-4%	-3%	9	95	86
60	O=C(O)CC(C(=O)O)N1C(=O)/C(=C/c2ccc(-c3nc4ccccc4s3)o2)SC1=S (stereo unspecified)	28%	-64%	.	.	.
61	Nc1ccc(Sc2cc(Cl)nc(N)n2)cc1	-40%	-3%	.	.	.
62	Cc1cccc(C)c1NC(=O)C(c1ccccc1)N1CCOCC1 (stereo unspecified)	.	.	-10	105	115

item	IL1B NFkB inh	IL1B NFkB inh cell count 2 µM	IL1B NFkB pot	IL1B NFkB pot cell count 2 µM
46	0	136	0	136
47	-15	150	15	150
48	14	106	-13	106
49	7	170	-7	170
50	6	103	-6	103
51	4	118	-4	118
52	-4	177	4	177
53	2	139	-2	139
54	12	57	-12	57
55	6	108	-6	108
56	.	.	.	.
57	3	108	-3	108
58	-10	80	10	80
59	-2	199	2	199
60	-11	114	11	114
61	-2	130	2	130
62	-12	151	12	151

Some of the compounds tested. The share of hits here may be higher or lower than overall.
